Bioassay records as filed in PubChem.
ERp5 block: inhibitors of human ERp5; Q15084; ERp5 insulin aggregation, absorbance 650 nm, 90 min; inhibition, % at 9.99 µM; hit rate 0.05% among 350,000;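 active = mean replicate inhibition above about 25%, with every replicate also reaching it, limit read from the data, passing the limit was not always enough; inconclusive = only one of those two criteria met; inactive = neither criterion met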
Target sequence (Q15084 whole entry, looked up): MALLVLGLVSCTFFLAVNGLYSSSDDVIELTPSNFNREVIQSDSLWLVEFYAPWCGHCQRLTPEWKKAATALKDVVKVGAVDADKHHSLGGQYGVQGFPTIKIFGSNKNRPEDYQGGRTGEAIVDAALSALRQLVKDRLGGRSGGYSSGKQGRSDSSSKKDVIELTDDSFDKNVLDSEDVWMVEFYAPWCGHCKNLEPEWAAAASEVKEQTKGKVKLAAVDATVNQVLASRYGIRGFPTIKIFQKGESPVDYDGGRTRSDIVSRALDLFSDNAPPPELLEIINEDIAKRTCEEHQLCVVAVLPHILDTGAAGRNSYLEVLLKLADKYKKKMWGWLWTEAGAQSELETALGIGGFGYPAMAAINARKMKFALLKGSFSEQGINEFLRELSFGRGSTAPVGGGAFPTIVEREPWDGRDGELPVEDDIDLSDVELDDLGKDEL
SIRT5 block: blocks human SIRT5 desuccinylation of peptide | hit rate 1.1% among 330,000 | Purified SirT5, succinyl-peptide AMC, trypsin-coupled fluorescence | AID 652115 | Q9NXA8 | inhibition, % at 15 µM; in the data active = inhibition above about 15%; inconclusive = no clear call, values can overlap the other calls
Target sequence (Q9NXA8 whole entry, looked up): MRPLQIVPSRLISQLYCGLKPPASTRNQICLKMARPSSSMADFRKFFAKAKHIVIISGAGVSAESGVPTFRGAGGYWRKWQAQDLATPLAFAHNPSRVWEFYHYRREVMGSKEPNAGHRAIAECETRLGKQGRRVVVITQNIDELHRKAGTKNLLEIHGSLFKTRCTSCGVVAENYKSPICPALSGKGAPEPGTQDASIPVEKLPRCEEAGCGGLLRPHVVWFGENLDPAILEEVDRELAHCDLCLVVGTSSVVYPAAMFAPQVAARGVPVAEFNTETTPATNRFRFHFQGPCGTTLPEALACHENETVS
* = called active by the depositor; ? = inconclusive; & = joins results of further samples.

[1] COc1ccc2c3c(n(C)c2c1)[C@@H](CO)N(S(=O)(=O)c1ccc(C)cc1)CC31CCN(S(=O)(=O)c2ccc(C)cc2)CC1
[2] O=C1CN(S(=O)(=O)Cc2ccccc2)C[C@H]2[C@H](c3ccc(C#Cc4cccc(F)c4)cc3)[C@@H](CO)N12
[3] COC(=O)[C@@]1(Sc2ccc(C)cc2)CC(=O)N(C(=O)c2ccccc2)[C@@H]1c1ccccc1
[4] O=C(c1ccncc1)N1CC(=O)N2[C@H](CO)[C@H](c3ccc(-c4cccnc4)cc3)[C@@H]2C1
[5] CCCNC(=O)N1CC2(C1)[C@@H](c1ccccc1)[C@H](CO)N2C(=O)C1CCC1
[6] Cc1cccc(NC(=O)c2cc(=O)n(Cc3ccccc3)c(=O)[nH]2)c1
[7] COc1ccc2c3c([nH]c2c1)[C@@H](CO)N(Cc1ccccc1F)CC31CN(C(=O)C2CCCC2)C1
[8] CCOC(=O)C1=CCN(S(=O)(=O)c2ccc(Cl)cc2)C1c1ccc(Br)cc1 (stereo not drawn)
[9] Cc1ccccc1-c1ccc([C@@H]2[C@@H](CO)N3C(=O)CN(S(C)(=O)=O)C[C@H]23)cc1
[10] C/C=C/c1ccc([C@@H]2[C@H](CO)N(C(=O)CC)C23CN(S(C)(=O)=O)C3)cc1

assay / compound	1	2	3	4	5	6	7	8	9	10
ERp5 block	-7	1	7	-4	-4	-1	-4	2	-1	-2
SIRT5 block	8	-4	-6	3	4	-3	10	-3	3	-1

An excerpt of these results, with values ahead of the structure:
| cpd | ERp5 block | SIRT5 block | molecule |
| --- | --- | --- | --- |
| 5 | -4 | 4 | CCCNC(=O)N1CC2(C1)[C@@H](c1ccccc1)[C@H](CO)N2C(=O)C1CCC1 |
| 6 | -1 | -3 | Cc1cccc(NC(=O)c2cc(=O)n(Cc3ccccc3)c(=O)[nH]2)c1 |
| 7 | -4 | 10 | COc1ccc2c3c([nH]c2c1)[C@@H](CO)N(Cc1ccccc1F)CC31CN(C(=O)C2CCCC2)C1 |
| 8 | 2 | -3 | CCOC(=O)C1=CCN(S(=O)(=O)c2ccc(Cl)cc2)C1c1ccc(Br)cc1 (stereo not drawn) |
| 9 | -1 | 3 | Cc1ccccc1-c1ccc([C@@H]2[C@@H](CO)N3C(=O)CN(S(C)(=O)=O)C[C@H]23)cc1 |
| 10 | -2 | -1 | C/C=C/c1ccc([C@@H]2[C@H](CO)N(C(=O)CC)C23CN(S(C)(=O)=O)C3)cc1 |

(more compounds)
[11] COc1ccc(NC(=O)N2[C@@H]3CNC[C@H]2C3c2ccc(-c3cccc(OC)c3)cc2)cc1 (stereo partly drawn)
[12] O=C(Cc1ccc(Cl)cc1)Nc1ccc(NC(=O)c2cccs2)cc1
[13] Cc1ccccc1S(=O)(=O)N1CC(=O)N2[C@H](C1)[C@@H](c1ccc(C#Cc3ccccc3)cc1)[C@@H]2CO
[14] O=C(c1cnccn1)N1CC(=O)N2[C@H](CO)[C@@H](c3ccc(/C=C/c4ccccc4)cc3)[C@H]2C1
[15] CCCNC(=O)N1CC2(CCN(C(=O)c3cccnc3)CC2)c2c([nH]c3cc(OC)ccc23)[C@H]1CO
[16] COc1ccc2c3c(n(C)c2c1)[C@H](CO)N(C)CC31CCN(C(=O)NC(C)C)CC1
[17] C[C@H](CO)N1C[C@H](C)[C@H](CN(C)C(=O)c2ccncc2)Oc2ncc(C#C[C@@H](C)O)cc2C1=O
[18] CCCC(=O)N1CCC2(CC1)CN(C(C)=O)[C@H](CO)c1c2c2ccc(OC)cc2n1C
[19] O=C(C[C@H]1CC[C@@H](NC(=O)c2ccncc2)[C@@H](CO)O1)NCc1ccncn1
[20] CC(=O)N1Cc2cc(C(=O)NCC(F)(F)F)nc(-c3cccc(-c4cccnc4)c3)c2[C@@H]1CCO

assay / compound	11	12	13	14	15	16	17	18	19	20
ERp5 block	4&-1	3	0	-4	-2	-4	0	-3	-3	-12&0
SIRT5 block	-2&3	-1	-44	-1	3	2	8	-3	0	0&0

[21] O=C(Cc1ccccc1)N1CC(=O)N2[C@H](CO)[C@@H](c3ccc(-c4cccc(F)c4)cc3)[C@@H]2C1
[22] O=C(c1cnccn1)N1CC(=O)N2[C@H](CO)[C@@H](c3ccc(-c4ccccc4)cc3)[C@@H]2C1
[23] COc1ccc2c3c([nH]c2c1)[C@H](CO)N(C(=O)CN(C)C)CC31CCN(Cc2ccccc2Cl)CC1
[24] Cc1ccc(F)cc1NC(=O)CSCc1nc2sc(C)c(C)c2c(=O)[nH]1
[25] O=C(NC1CCCC1)C(c1ccccc1)n1c(-c2cccs2)nc2ccccc21 (stereo not drawn)
[26] COc1cc(/C=C2\SC(=Nc3ccc(O)cc3)NC2=O)cc(OC)c1OC
[27] C/C=C/c1ccc2c(c1)[C@@H]1[C@@H](CCN1C(=O)C1CCCC1)[C@H](CO)N2
[28] C/C(=C\C=C\c1ccccc1)C(=O)c1c(C)cc(C)[nH]c1=O
[29] COC(=O)[C@@]1(Cc2ccc(F)cc2)[C@H]2c3cc(C(=O)N4CCCC4)n(CCO)c3C[C@H]2CN1C(=O)c1ccccc1
[30] N#C[C@@H]1[C@H](c2ccccc2-c2ccc(F)cc2)[C@H](CO)N1C(=O)Cc1ccccc1

assay / compound	21	22	23	24	25	26	27	28	29	30
ERp5 block	2	2	-1	-1	-13	-4	-1	-1	-3	1
SIRT5 block	1	3	7	-2	-6	-4	1	9	-1	4

[31] Cc1ccc(-c2csc(N3C(=N)SCC3=O)n2)cc1
[32] Nc1ccccc1Nc1cc(-c2ccccc2)nn1-c1ccccc1
[33] CCc1nc(N2[C@H](C#N)[C@@H](c3ccccc3-c3ccccc3F)[C@@H]2CO)sc1C
[34] Cc1cccc(C(=O)N2CCC[C@H]2C(=O)N2CCC[C@H]2C(=O)NCc2ccncc2)c1
[35] O=C(c1ccc(F)cc1)N1CC(=O)N2[C@H](C1)[C@H](c1ccc(C#CC3CCCC3)cc1)[C@@H]2CO
[36] COc1ccc(CN(C)C[C@@H]2Oc3ccc(NC(=O)Cc4cn(C)c5ccccc45)cc3CC(=O)N([C@@H](C)CO)C[C@H]2C)cc1
[37] C[C@H]1CN([C@@H](C)CO)C(=O)c2cc(NC(=O)CCCCCC(=O)Nc3ccccc3N)ccc2O[C@@H]1CN(C)C
[38] Cc1oc2c(c(C)cc3oc(=O)c(CC(=O)NCC(=O)NCC(=O)O)c(C)c32)c1C
[39] CCN1CC(=O)N2[C@@H](CO)[C@H](c3ccc(-c4ccccc4F)cc3)[C@@H]2C1
[40] Nc1ccn([C@@H]2O[C@H](C(=O)N[C@H](Cc3ccccc3)C(=O)N3CCN(C(=O)N4CCOCC4)CC3)[C@@H](O)[C@H]2O)c(=O)n1

assay / compound	31	32	33	34	35	36	37	38	39	40
ERp5 block	1	?	1	-1	-5	3	5	0	0	-8
SIRT5 block	-4	0	1	-4	1	4	-2	1	-2	3

[41] O=C(C1CCC1)N1CC(=O)N2[C@@H](CO)[C@@H](c3ccc(C#Cc4cccc(F)c4)cc3)[C@@H]2C1
[42] COC(=O)C1=C(C(=O)OC)[C@@H]2Nc3ccccc3[C@@]23C[C@@H](C(=O)OC)N(C(=O)NC2CCCCC2)C3=N1
[43] O=C(c1ccc(F)cc1)N1CC(=O)N2[C@H](C1)[C@@H](c1ccc(-c3ccccc3F)cc1)[C@@H]2CO
[44] COCC(=O)N[C@@H]1C[C@@H]2O[C@H](CO)CC[C@@H]2O[C@@H]1CCc1ccc(-c2ccccc2)cc1
[45] COCC(=O)N1CC2(C1)[C@@H](c1ccc(C3=CCCC3)cc1)[C@H](CO)N2C(=O)COC
[46] CC(NC(=O)COC(=O)CSc1ccc(F)cc1)c1ccc(F)cc1 (stereo not drawn)
[47] COCC(=O)N1CC(=O)N2[C@H](C1)[C@H](c1ccc(C#CC3CC3)cc1)[C@@H]2CO
[48] COc1ccc2c3c([nH]c2c1)[C@H](CO)N(Cc1cccnc1)CC31CCN(C(=O)CN(C)C)CC1
[49] CCCCCCn1cc(CN2CC(N(C)CC)CS2(=O)=O)nn1 (stereo not drawn)
[50] O=C1CCC(C(=O)N(CCO)Cc2ccccc2)CN1CCc1cccc(F)c1 (stereo not drawn)

assay / compound	41	42	43	44	45	46	47	48	49	50
ERp5 block	-2	-2	-1	-2	-1	2	6	6	8	0
SIRT5 block	-5	-1	-2	-5	-4	9	-4	-4	0	-3

[51] COc1ccc(-c2ccccc2[C@@H]2[C@@H](CO)N(C(=O)C3CC3)[C@H]2C#N)cc1
[52] CC(=O)N(Cc1cccc(F)c1)C[C@H]1[C@@H](c2ccccc2)[C@@H](CO)N1C(C)=O
[53] CC(C)CCn1nc(C(=O)Nc2nc3c(s2)CCCC3)c2ccccc2c1=O
[54] CN(C)C(=O)c1cccc(-c2ccc([C@@H]3[C@H](CO)N4C(=O)CN(C(=O)C5CCC5)C[C@@H]34)cc2)c1
[55] COc1ccc(-c2ccc([C@H]3[C@@H](CO)N4C(=O)CN(C(=O)C5CCCC5)C[C@H]34)cc2)cc1
[56] C/C=C/c1ccc([C@@H]2[C@@H](CO)N3C(=O)CN(C(=O)Cc4cccnc4)C[C@H]23)cc1
[57] COc1ccc(CNC(=O)C[C@H]2C=C[C@H](NC(=O)c3ccc4c(c3)OCO4)[C@H](CO)O2)cc1
[58] O=S1(=O)CCSC[C@@H](CN2CCOCC2)N1
[59] COc1ccccc1NC(=O)N1CC(=O)N2[C@H](CO)[C@@H](c3ccc(C#Cc4ccc(F)cc4)cc3)[C@@H]2C1
[60] C[C@H]1[C@H](c2ccccc2)Oc2cccc(NCCc3ccccc3)c2S(=O)(=O)N1Cc1cccc(Cl)c1

assay / compound	51	52	53	54	55	56	57	58	59	60
ERp5 block	-5	-2	0	6	-1	1	4	-1	1	5
SIRT5 block	2	28*	1	0	-5	6	-4	-2	10	-1

[61] O=C(c1ccccc1)N1CC2(C1)[C@@H](c1ccccc1)[C@@H](CO)N2C(=O)CC1CC1
[62] O=C(C1CC1)N1CC(=O)N2[C@H](CO)[C@@H](c3ccc(-c4cccnc4)cc3)[C@H]2C1
[63] O=C1c2ccccc2C(c2nnnn2Cc2ccccc2)N1Cc1ccc2c(c1)OCO2 (stereo not drawn)
[64] COc1ccc(NC(=O)C(c2ccncc2)n2c(=O)c(-c3cc4ccccc4[nH]3)nc3ccccc32)cc1 (stereo not drawn)
[65] COc1ccccc1N1C(=O)CC(Sc2ccccc2N)C1=O (stereo not drawn)
[66] O=C(C1=NOC2(C1)C(=O)Nc1ccccc12)N1CCCC1 (stereo not drawn)
[67] COCC(=O)N1CC[C@H]2[C@H](CO)Nc3ccc(C#Cc4ccc(F)cc4)cc3[C@H]21
[68] O=C(Nc1ccc2c(c1)OCO2)C1CCN(C(=O)c2ccc([N+](=O)[O-])cc2)CC1
[69] O=S(=O)(c1ccccc1)N1CC2(C1)[C@H](c1ccccc1)[C@H](CO)N2CC1CCCC1
[70] CC(=NCc1ccccc1)c1ccccc1O

assay / compound	61	62	63	64	65	66	67	68	69	70
ERp5 block	10	1	-2	-1	2	-1	-1	-5	1	2
SIRT5 block	-6	13	-2	0	-2	-2	-1	-1	12	-1

[71] O=C(Nc1ccc(F)cc1)N1CC(=O)N2[C@H](CO)[C@H](c3ccc(C4=CCCC4)cc3)[C@H]2C1
[72] O=C(NCc1ccccc1)C1c2ccccc2OCC(=O)N1CCCN1CCOCC1 (stereo not drawn)
[73] COc1ccc2c3c([nH]c2c1)[C@@H](CO)N(C(=O)Nc1ccc(F)cc1)CC31CCN(CC2CC2)CC1
[74] C[C@H](CO)N1C[C@H](C)[C@@H](CN(C)Cc2ccc3c(c2)OCO3)Oc2c(NS(=O)(=O)c3ccc(Cl)cc3)cccc2C1=O
[75] CCC(=O)N1CC2(C1)[C@@H](c1ccc(-c3ccc(F)cc3)cc1)[C@@H](CO)N2C(=O)CC
[76] COc1ccc(NC(=O)CCC(=O)OCC(=O)c2ccc(Oc3ccc([N+](=O)[O-])cc3)cc2)cc1
[77] CCS(=O)(=O)Nc1ccc2c(c1)C(=O)N(C)[C@H]1CC[C@H](CC(=O)N[C@H]3CCN(Cc4ccccc4)C3)O[C@@H]1CO2
[78] COC(=O)[C@]12CCCCC=C1N(Cc1cccc3ccccc13)C(=O)[C@H](CC(=O)NCC1CCCCC1)C2
[79] CC(=O)N1CC[n+]2c(-c3ccc(Cl)cc3)csc21
[80] C[C@@H]1CN([C@H](C)CO)C(=O)c2ccccc2-c2ccccc2CO[C@H]1CN(C)C(=O)Nc1ccc(-c2ccccc2)cc1
[81] COc1cc(CN2CC3(CN(C(=O)Nc4c(C)noc4C)C3)c3c([nH]c4cc(OC)ccc34)[C@H]2CO)cc(OC)c1

assay / compound	71	72	73	74	75	76	77	78	79	80	81
ERp5 block	-3	2	10	-6	8	4	1	-11	0	2	0
SIRT5 block	1	-10	4	-1	9	-5	9	22*	1	1	-3

A portion of the library. The share of hits here may be higher or lower than overall.
